# D1 antag: antagonists of human D1 dopamine receptor. activity change, negative = inhibition, % at 10 µM. P21728. HEK293 TREx D1 cells, calcium flux, dopamine EC80; hits give low values. 360,000 compounds, 3.2% hits; in the data active = activity change below about -30%; also: % is scaled to controls: 0 for no effect and ±100 for the full control effect
#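 Compound effects on dopamine-evoked calcium signalling were measured in tetracycline-induced HEK293 Trex D1 cells. Dopamine at EC80 followed a 180 s compound pre-read, and fluorescence was tracked kinetically for 180 s more.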
# D2 PAM: positive allosteric modulators of human D2 dopamine receptor; potentiation, % at 10 µM; AID 485347; HEK293 T-REx D2, calcium flux, EC20 dopamine potentiation; P14416; 340,000 compounds, 0.34% hits;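 active = potentiation over 3 SD above the plate norm, cut at about 30% in these data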; also: 0% is about no effect
# Target sequence (P14416 whole entry, looked up): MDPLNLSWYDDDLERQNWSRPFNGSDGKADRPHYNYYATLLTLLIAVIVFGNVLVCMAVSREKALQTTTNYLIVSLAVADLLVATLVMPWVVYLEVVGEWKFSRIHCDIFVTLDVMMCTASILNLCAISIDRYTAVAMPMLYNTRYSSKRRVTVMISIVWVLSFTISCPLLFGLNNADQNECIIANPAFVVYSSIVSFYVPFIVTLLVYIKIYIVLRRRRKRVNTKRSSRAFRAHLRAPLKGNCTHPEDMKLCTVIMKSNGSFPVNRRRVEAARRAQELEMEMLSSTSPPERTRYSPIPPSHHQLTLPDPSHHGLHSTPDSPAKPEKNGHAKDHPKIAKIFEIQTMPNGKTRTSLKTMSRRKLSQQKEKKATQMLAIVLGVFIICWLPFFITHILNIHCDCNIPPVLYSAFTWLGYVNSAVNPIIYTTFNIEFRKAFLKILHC
#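 Tetracycline-induced HEK293 T-REx cells force-coupled to calcium signalling expressed D2; compounds were pin-added after a 10 s baseline, read kinetically 180 s, then an EC20 dopamine challenge followed with a further 180 s calcium read.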
# RXFP1 ag: RXFP1 (human) receptor agonism. Q9HBX9. HEK293T-RXFP1 cAMP TR-FRET, 30 min; response scale: percent of porcine relaxin response, buffer zero. Potency, µM (doses to about 57.5 µM), without a hit: at the highest dose activation, hits mostly activators. 370,000 compounds, 0.3% hits; also: potency is read from the fitted curve at half-maximal effect; % is scaled to controls: 0 for no effect and ±100 for the full control effect; nearly all actives have a fitted effect of over 60% in size; many of its hits are not listed in these tables
#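 cAMP rise read by TR-FRET after 30 min, 37C compound exposure (up to 58 uM) in RXFP1-transfected HEK293 cells with Ro 20174 present. EC50 from Hill-equation fits, with 29 nM porcine relaxin as 100% and buffer as basal.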
# D1 agonist: activates the human D1 dopamine receptor; P21728; HEK293 T-REx D1 cells, calcium flux, agonist mode; activation, % at 2 µM; 360,000 compounds, 1% hits; AID 504660; in the data active = activation above about 30%; also: 0% is about no effect
#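 Agonism was scored from calcium flux recorded over 180 s (1 read/s) after pintool compound addition, following a 10-cycle baseline. Cells were inducible force-coupled HEK293 TREx D1, plated overnight at 30 C and loaded with no-wash calcium dye.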
# Glioma ERSR ind: ER stress response induction in glioma. U87-MG GRP78 promoter luciferase reporter, 16 h. Potency, µM, without a hit: at the highest dose activation, most hits filed as activators. 420,000 compounds, 0.02% hits; also: potency is read from the fitted curve at half-maximal effect; series mostly up to about 76 µM; % of control where 0% means no effect; nearly all actives have a fitted effect of over 35% in size
#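 Stably transfected U87-MG glioma cells carrying a GRP78-based luciferase sensor; 16 h compound incubation. Luminescence end-point read 10 min after Bright-Glo addition at room temperature.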
# LDHA block: inhibitors of human lactate dehydrogenase A; activity change, % (values are at about 110 or 230 µM); purified LDHA, NADH/diaphorase-resazurin fluorescence; hits give low values; AID 1347041; 480,000 compounds, 0.15% hits; P00338; in the data active = activity change below about -30%; inconclusive = mostly about -25% to -30%;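 also: plate controls were DMSO wells for no effect and wells without enzyme for full effect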
#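 Resorufin fluorescence (ex540/em590), read at 0 and 20 min after diaphorase/resazurin addition, reports the NADH left after a 5 min room-temperature reaction of 2 nM human LDH5 with 0.06 mM NADH and 0.2 mM pyruvate.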
# D1 PAM: human D1 dopamine receptor positive modulation | 360,000 compounds, 0.036% hits | potentiation, % at 10 µM | P21728 | AID 504651 | HEK293 TREx D1 cells, calcium flux, dopamine EC20 potentiation; in the data active = potentiation above about 30%; also: 0% is about no effect
# Vif-A3F inh: inhibitors of Vif-A3F interaction. HeLa A3F-eYFP + Vif (tagged APOBEC3F with the HIV-1 protein that degrades it), YFP fluorescence increase. Potency, µM (series often up to 46.1 µM), for inactives: at the highest dose activity, negative = active. 390,000 compounds, 0.2% hits; also: potency is read from the fitted curve at half-maximal effect; % of control where 0% means no effect; nearly all actives have a fitted effect of over 65% in size
#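 Fluorescence increase (Ex 488/Em 500-530) after overnight compound treatment at 37 deg C flags inhibition of Vif-driven A3F-eYFP loss in stable HeLa A3F-eYFP/Vif cells seeded overnight beforehand.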
# Vif-APOBEC3G blk: blocks the Vif interaction with human APOBEC3G; Potency, µM (titrated, usually from 46.1 µM), for inactives: at the highest dose activity, negative = active, hits mostly inhibitors; AID 602310; Q9HC16; HeLa A3G-eYFP + Vif (tagged APOBEC3G with the HIV-1 protein that degrades it), YFP fluorescence, overnight; 410,000 compounds, 0.076% hits;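 also: potency is read from the fitted curve at half-maximal effect; % is scaled to controls: 0 for no effect and ±100 for the full control effect; nearly all actives have a fitted effect of over 60% in size; hits raise eYFP signal because A3G escapes Vif-driven loss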
# Target sequence (Q9HC16 whole entry, looked up): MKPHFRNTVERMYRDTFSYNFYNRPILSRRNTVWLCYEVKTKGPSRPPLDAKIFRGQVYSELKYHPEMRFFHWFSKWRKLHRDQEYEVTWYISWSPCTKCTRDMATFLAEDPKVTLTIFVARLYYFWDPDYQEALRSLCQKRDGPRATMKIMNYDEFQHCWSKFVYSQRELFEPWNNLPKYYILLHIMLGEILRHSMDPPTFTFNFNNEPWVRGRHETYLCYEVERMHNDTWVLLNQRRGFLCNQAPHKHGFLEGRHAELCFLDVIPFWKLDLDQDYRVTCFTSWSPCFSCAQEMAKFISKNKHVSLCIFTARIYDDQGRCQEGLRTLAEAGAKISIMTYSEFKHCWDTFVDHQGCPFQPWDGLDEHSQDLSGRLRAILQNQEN
#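 Read-out is eYFP fluorescence (Ex 488/Em 500-530) from Vif-expressing HeLa A3G-eYFP cells; more signal means A3G escaped Vif-mediated degradation. Cells plated overnight, compound pinned in, incubated overnight at 37 deg C.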
# The depositor's hits bear a star; ? = inconclusive; . = not tested or not shown; & = joins results of further samples; ! = repeats disagree. Unless noted, calls follow the shape of the dose curve; as a rule, active = well fitted curve in the direction sought with a large enough effect; inconclusive = small, poorly fitted or top-dose-only effect, or another doubt; inactive = no such curve, though single readings can be large; an effect the other way counts as inactive or inconclusive. An excerpt; the hit share may differ from the screen's.
SMILES,D1 antag,D2 PAM,RXFP1 ag,D1 agonist,Glioma ERSR ind,LDHA block,D1 PAM,Vif-A3F inh,Vif-APOBEC3G blk
COc1cccc(CC(NC(C)=O)C(=O)NC2CCN(S(=O)(=O)c3cccc4ccccc34)CC2)c1 (stereo not given),8,-5,1.0%,3,1%,1,-2,5%,-18%
O=C(NCCC1=CCCCC1)c1ccc(Br)o1,6,-9,0.0%,0,2%,0,-7,-4%,0%
CCCCCCn1c(-c2ccco2)nc2oc3cc(OC)ccc3c(=O)c2c1=O,-6,30*,8.6%,2,-3%,2,4,0%,-12%
Cc1nn(C)cc1CN(C)C(=O)c1cc2nc(-c3ccco3)cc(C(F)(F)F)n2n1,-8,23,3.0%,2,-1%,-5,-3,-1%,-1%
Cc1c(NS(=O)(=O)c2ccc(Br)cc2)c(=O)n(-c2ccccc2)n1C,11,2,1.6%,-3,-4%,0,-8,9%,4%
Cc1c(=O)n(OCc2ccc(Cl)cc2)c2ccccc2[n+]1[O-],4,-3,3.6%,0,0%,1,1,?,?
Cc1cc(C)cc(C(=O)NC(CC(N)=O)c2ccc(NC3CCCCC3)c([N+](=O)[O-])c2)c1 (stereo not given),11,6,0.7%,2,3%,-7,-3,?,?
COC(=O)CCc1c(C)c(C#N)c2nc3ccccc3n2c1N1CCCC1,-3,7,2.8%,-4,-6%,-4,3,-7%,1%
COc1cc2c(cc1NC(=O)CSc1ccccn1)oc1ccccc12,19,9,1.4%,4,-6%,-7,5,-1%,-8%
Cc1nnc(NCc2ccc(Cl)cc2)c2c1nnn2Cc1ccc(F)cc1,5,-1,1.8%,5,-3%,-5,1,-13%,-3%
CCn1c(C(=O)OC)cc2c1ccn2-c1ccc(F)cc1,26,.,2.8%,0,?,21,-1,-4%,4%
Cn1c(C(=O)N2CCOCC2)cnc1Sc1ncc(C(F)(F)F)cc1Cl,-8,0,0.3%,4,-4%,-7,10,2%,3%
CN1CCCC(OC(=O)c2cc(Cl)ccc2Cl)C1 (stereo not given),0,6,2.7%,2,-2%,-2,4,-14%,0%
O=C(CSc1nc2ccccc2c(=O)n1CCCN1CCOCC1)N1CCN(c2ccccc2)CC1,18,-3,3.2%,-3,-4%,-3,0,-3%,2%
O=C(NCc1cn2ccccc2n1)c1ccccc1,-8,-7,0.0%,0,3%,0,7,7%,1%
O=C(CN1CCN(C(=O)CNC(=O)c2ccc3c(c2)OCO3)CC1)Nc1ccccc1Cl,17,20,-0.4%,0,-6%,0,2,-9%,-1%
COc1cccc(NC(=O)C(C)N2C(=O)c3ccccc3C2=O)c1 (stereo not given),-2,-2,4.0%,0,-4%,2,1,-15%,1%
CC(C)[C@H](NC(=O)N1CCn2c1nc1ccccc12)C(=O)N[C@@H](C(=O)O)c1ccccc1,1,11,0.5%,2,-3%,-2,15,-3%,8%
O=C(N/N=C/c1cc(Br)c(Br)o1)c1cccnc1,-2,-9,-1.3%,3,-2%,23,-1,-5%,?
COc1ccccc1N(CC(=O)NCCSCc1ccc(Cl)cc1)S(C)(=O)=O,-58*!,-5&12,1.4%&1.3%,6&6,-4%&-4%,0&-2,-7&-8,1%&3%,3%&6%
CCc1ccc(OCC(=O)NNC(=O)Cc2cccs2)cc1,9,-7,-0.4%,1,-1%,0,-4,5%,3%
O=C(CSc1nnc(NC(=O)C2CC2)s1)NCc1ccco1,-10,14,-1.0%,4,-5%,1,1,-9%,0%
CCc1noc(C)c1C(=O)NNC(=O)c1ccccc1F,-13,.,1.0%,1,3%,-14,-11,1%,-5%
O=C(/C=C/c1ccc(Br)cc1)NCc1cccs1,-22,-12,0.7%,0,6%,-7,-6,-3%,-2%

# Some of these compounds in order of SMILES length, lowest first:
SMILES,D1 antag,D2 PAM,RXFP1 ag,D1 agonist,Glioma ERSR ind,LDHA block,D1 PAM,Vif-A3F inh,Vif-APOBEC3G blk
O=C(NCc1cn2ccccc2n1)c1ccccc1,-8,-7,0.0%,0,3%,0,7,7%,1%
CN1CCCC(OC(=O)c2cc(Cl)ccc2Cl)C1 (stereo not given),0,6,2.7%,2,-2%,-2,4,-14%,0%
CCc1noc(C)c1C(=O)NNC(=O)c1ccccc1F,-13,.,1.0%,1,3%,-14,-11,1%,-5%
O=C(N/N=C/c1cc(Br)c(Br)o1)c1cccnc1,-2,-9,-1.3%,3,-2%,23,-1,-5%,?
CCn1c(C(=O)OC)cc2c1ccn2-c1ccc(F)cc1,26,.,2.8%,0,?,21,-1,-4%,4%
O=C(CSc1nnc(NC(=O)C2CC2)s1)NCc1ccco1,-10,14,-1.0%,4,-5%,1,1,-9%,0%
COc1cccc(NC(=O)C(C)N2C(=O)c3ccccc3C2=O)c1 (stereo not given),-2,-2,4.0%,0,-4%,2,1,-15%,1%
Cc1nnc(NCc2ccc(Cl)cc2)c2c1nnn2Cc1ccc(F)cc1,5,-1,1.8%,5,-3%,-5,1,-13%,-3%
Cn1c(C(=O)N2CCOCC2)cnc1Sc1ncc(C(F)(F)F)cc1Cl,-8,0,0.3%,4,-4%,-7,10,2%,3%
COc1ccccc1N(CC(=O)NCCSCc1ccc(Cl)cc1)S(C)(=O)=O,-58*!,-5&12,1.4%&1.3%,6&6,-4%&-4%,0&-2,-7&-8,1%&3%,3%&6%
O=C(CSc1nc2ccccc2c(=O)n1CCCN1CCOCC1)N1CCN(c2ccccc2)CC1,18,-3,3.2%,-3,-4%,-3,0,-3%,2%
CC(C)[C@H](NC(=O)N1CCn2c1nc1ccccc12)C(=O)N[C@@H](C(=O)O)c1ccccc1,1,11,0.5%,2,-3%,-2,15,-3%,8%

# Next entries
SMILES,D1 antag,D2 PAM,RXFP1 ag,D1 agonist,Glioma ERSR ind,LDHA block,D1 PAM,Vif-A3F inh,Vif-APOBEC3G blk
O=C(O)c1oc2ccc(Br)cc2c1-n1cccc1,3,-4,-0.3%,1,-4%,4,-2,-16%,-7%
CCC(C)(O)c1[nH]c2ccc(C(=O)OC)cc2c1C (stereo not given),1,0,0.0%,1,3%,0,-5,6%,3%
CN(CC(=O)Nc1ccc(N2CCOCC2)cc1)C(=O)C12CC3CC(CC(C3)C1)C2,11,-2,-1.0%,2,-5%,1,4,0%,2%
Fc1ccccc1NC(=S)NCCc1ccccc1,-14,-3,3.4%,4,-4%,-2,-5,-12%,1%
CC(C)CCNC(=O)CSc1c2c(nc3ccc(Cl)cc13)CCCC2,-7,-7,7.7%,0,-5%,-10,2,1%,-19%
CCCCc1n[nH]c(=S)n1Cc1ccccc1,.,-8,4.6%,1,1%,-5,-3,-5%,0%
Cc1ccc(S(=O)(=O)/N=C(\CN2CCOCC2)N2CCOCC2)cc1,-4,-15,0.9%,3,0%,0,-1,-10%,0%
CN(CC(=O)Nc1c(Cl)cccc1Cl)C(=O)CNC(=O)c1ccc2c(c1)OCO2,-11,-18,1.3%,0,-2%,-4,-7,6%,2%
Cc1nn(CC(=O)NC(C)C)c(C)c1[N+](=O)[O-],11,13,1.1%,2,1%,-1,-4,-26%,5%
CCCCNC(=O)CN1CCC2(O)CCCCC2C1c1ccccc1OC (stereo not given),4,-3,1.1%,0,0%,-2,0,-2%,-3%
Cc1cccc(OCCCSc2nc(-c3ccc(C(C)(C)C)cc3)nc3cc(=O)[nH]n23)c1C,8,3,1.6%,2,.,5,0,.,.
CN1C(=O)Cc2cc(S(=O)(=O)CCC(=O)N3CCN(c4ccc(Cl)cc4)CC3)ccc21,-11,0,0.0%,3,-4%,2,-3,4%,3%
CCC(=O)N1CCN=C1SCc1ccc(Cl)cc1,-7,30*,1.4%,1,-3%,-6,-5,0%,2%
CCCN(CC1CC1)C(=O)CCc1nnc(C(OC)c2ccccc2)o1 (stereo not given),-10,2,0.1%,1,-1%,2,-2,-10%,1%
CCOC(=O)N1CCC(N2CC34C=CC(O3)C(C(=O)Nc3ccc(F)cc3)C4C2=O)CC1 (stereo not given),11,2,1.7%,0,0%,-10,-1,-2%,2%
O=C(CN1CCN(S(=O)(=O)c2ccc3c(c2)OCCO3)CC1)Nc1ccccc1Br,.,.,.,.,-4%,0,.,10%,7%
CCOc1ccc(/C=C(\C#N)C(=O)NC2CC2)c(OCC)c1,.,.,.,.,-4%,-6,.,-2%,1%
COc1cccc(OC)c1C(=O)O/N=C(\N)c1ccncc1,15,1,0.2%,1,0%,-2,-2,-3%,0%
Cc1ccc(N=C2NC(=O)/C(=C\c3ccco3)S2)cc1,14,-8,-0.8%,0,1%,1,-6,0%,-6%
O=c1c2cc(F)ccc2sn1-c1ccc(F)cc1,.,19,0.7%,8,-4%,6,-3,-29%,-15%
CCN(CC(=O)Nc1ccc(OC)cc1)C(=O)c1ccc2ccccc2c1,.,.,.,.,0%,-4,.,7%,0%
Cc1ccnc(NC(=S)NC(=O)/C=C/c2ccc(Cl)cc2)c1,3,.,-2.3%,0,-1%,-1,-22,-6%,-2%
N#Cc1cccc(NC(=O)N2CCC(c3nc4c(nnn4Cc4cccc(Cl)c4)c(=O)[nH]3)CC2)c1,-25,-6,3.0%,2,2%,-2,-12,3%,2%
CCC(=O)N(C)C(c1ccccc1Cl)c1nnnn1-c1c(C)cccc1C (stereo not given),-2,2,0.3%,2,-5%,0,-3,3%,-7%
c1cc(CNCCN2CCNCC2)ccn1,.,.,.,.,10%,2,.,-3%,2%
Cc1cccc(CSc2nc3[nH]ncc3c(=O)[nH]2)c1,-10,-2,0.9%,4,0%,-8,2,-12%,0%
CC(/C=N/n1c(-c2ccccc2)n[nH]c1=S)=C\c1ccco1,-20,-3,0.0%,1,0%,3,-5,-3%,-4%
CCn1c(=NC(=O)CS(=O)(=O)c2ccc(F)cc2)sc2cccc(OC)c21,4,8,-0.3%,2,1%,-11,2,9%,4%

# Source: PubChem (National Center for Advancing Translational Sciences (NCATS))
